TbREL1 inh – TbREL1 inhibition, primary screen; actives 0.49% (n = 89,000); TbREL1 RNA ligation, FRET fluorescence; inhibition, % at 9.66 µM; AID 1117264;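 active = inhibition above the mean inhibition across all screened compounds plus 3 SD, cut at about 11% in these data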;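 also: 0% = plate median of test wells and 100% = NSC42067 control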
Target sequence (P86926 whole entry, looked up): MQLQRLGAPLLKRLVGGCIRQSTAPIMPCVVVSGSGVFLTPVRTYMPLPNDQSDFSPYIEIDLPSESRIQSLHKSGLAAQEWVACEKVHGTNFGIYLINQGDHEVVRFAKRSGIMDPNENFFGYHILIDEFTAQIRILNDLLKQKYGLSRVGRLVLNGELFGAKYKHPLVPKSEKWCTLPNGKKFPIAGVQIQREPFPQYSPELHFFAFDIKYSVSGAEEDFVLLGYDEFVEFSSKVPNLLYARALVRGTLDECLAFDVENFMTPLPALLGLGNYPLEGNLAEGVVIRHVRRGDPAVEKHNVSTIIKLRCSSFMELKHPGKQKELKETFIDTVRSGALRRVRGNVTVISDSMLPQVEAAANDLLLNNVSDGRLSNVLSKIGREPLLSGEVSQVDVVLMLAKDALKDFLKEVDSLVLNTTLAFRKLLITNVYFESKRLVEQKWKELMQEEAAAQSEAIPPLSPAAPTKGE
* = called active by the depositor.

structure	TbREL1 inh
O=C1c2ccccc2C(c2nnnn2-c2ccc3c(c2)OCCO3)N1CCc1c[nH]c2ccccc12 (stereo not drawn)	-6.8
C/C(N)=C(/C#N)C(=O)COC(=O)c1cc(-c2cccc3ccccc23)nc2ccccc12	0.2
O=C1CCN(CCc2ccccc2)CCN1[C@H](CO)Cc1ccccc1	0.1
CCOC(=O)C1CCN(C(=O)c2ccc(OCC(=O)N3CCOCC3)c(OC)c2)CC1	-0.8
O=C(NCc1ccccc1Cl)c1ccc[nH]1	7.8
CCn1c(O)c(N=NC(=O)C(O)c2ccccc2)c2ccccc21 (stereo not drawn)	-2.1
C[C@H]1CN([C@@H](C)CO)C(=O)CCCn2cc(nn2)CO[C@@H]1CN(C)C(=O)c1ccc(N2CCN(C)CC2)cc1	0.9
CC(C)C(O)(C#CCN1CCCCCC1)c1ccccc1 (stereo not drawn)	-0.6
Cc1ccccc1NC(=S)NC(=O)CCc1ccccc1	-1.3
CN(C)c1ccc(-c2nn3c(-c4ccco4)nnc3s2)cc1	1.4
CCCC(=O)Nc1nn(CC)c2nc3ccc(C)cc3cc12	-0.6
Cc1ccc(S(=O)(=O)NCCC(=O)NCc2ccccn2)cc1	7.0
Cc1ccc(S(=O)(=O)N2CCC(C(=O)NNS(=O)(=O)c3ccc(Cl)cc3)CC2)cc1	0.1
CCCCn1c(N)c(N(CCOC)C(=O)c2ccc(N3CCCC3=O)cc2)c(=O)[nH]c1=O	2.1
Cn1c(CO)c(-c2ccccc2)c2cc([N+](=O)[O-])ccc21	7.9

Exported with values ahead of the structure: two of the compounds above
TbREL1 inh	mol
-0.6	CCCC(=O)Nc1nn(CC)c2nc3ccc(C)cc3cc12
7.0	Cc1ccc(S(=O)(=O)NCCC(=O)NCc2ccccn2)cc1

Later entries.
structure	TbREL1 inh
C/C(=N\NC(=O)c1ccncc1)c1ccc(NC(=O)c2ccc(Cl)cc2)cc1	4.7
COC(=O)CCC(=O)OC1(C)C(=O)C2=CN(C3CCCC3)C(c3ccc(OC)cc3)=CC2=C(Br)C1=O (stereo not drawn)	-2.5
Cc1cc(C)c(CN2CCC(n3nccc3NC(=O)CCOc3ccccc3)CC2)cc1C	2.1
O=C1CN(C(=O)COC(=O)CCSc2ccccc2Cl)c2ccccc2N1	0.1
CCOCCCNC(=O)C(NC(=O)c1ccccc1O)c1ccc(C)cc1 (stereo not drawn)	-7.2
CC1CCC(NC(=O)CCNS(=O)(=O)c2ccc3c(c2)CCC(=O)N3)CC1 (stereo not drawn)	-1.5
O=C1C=C(c2ccccc2)CCC1	3.9
CCOc1ccc(/C=N/NC(=O)CN2CCSCC2)cc1	4.2
COc1ccc(C(=O)/C=C(/C)N(C)C)cc1	-0.5
CCn1nc(C(=O)NC2=NCCS2)c2ccccc2c1=O	-1.7
C=CCNC(=O)c1onc(CSc2cc(C)cc(C)c2)c1C(=O)O	3.6
CCCCC(C(=O)NC1CCCC1)N(C(=O)c1snc(C(N)=O)c1N)c1ccc(F)cc1 (stereo not drawn)	3.7
COc1ccc(-c2[nH]ncc2CNC(C)CCn2cccn2)c(F)c1 (stereo not drawn)	4.8
Cc1ccc(-n2ncc3c(NCCCN4CCOCC4)ncnc32)c(C)c1	-3.1
Cn1c(=O)oc2cc(S(=O)(=O)CCC(=O)Nc3ccccc3)ccc21	1.5
O=C(O)c1ccc(CNCc2ccccc2Cl)cc1	-0.9
O=C(CSc1nnc(COc2ccccc2)n1-c1ccccc1)Nc1ccc2c(c1)OCO2	-1.9
C=CCOC(=O)COc1ccc2c(C)c(C)c(=O)oc2c1C	3.0
O=S(=O)(c1ccc(F)cc1)N1CCC(N2CCCCCC2)CC1	1.1
COc1ccccc1N1CCN(C(=O)/C=C/c2ccc3c(c2)OCO3)CC1	-3.4
COc1ccccc1C(=O)NCc1nnc(SC(C)C(=O)Nc2nccs2)n1C (stereo not drawn)	4.1
O=C(CSCc1ccccc1)Nc1cccc(F)c1	-1.2
Cc1c(C)n(-c2ccc(Cl)cc2)c2ncnc(N)c12	-2.9
COc1ccc2[nH]c(=O)c(CN(CCCN(C)C)C(=O)Nc3ccc(F)cc3)cc2c1	0.5
CCOc1cc(/C=N\NC(=O)CN2CCOCC2)ccc1OCc1ccc(F)cc1	-2.4
COc1ccc(S(=O)(=O)N2Cc3ccccc3CC2C(=O)N2CCOCC2)cc1OC (stereo not drawn)	1.3
O=C(Nc1ccccc1Cl)Nc1ccccc1Cl	-0.4
Cc1cc(-c2cc(NC(=O)Cc3c[nH]c4ccccc34)ccc2N(C)c2cccnc2)ccc1F	1.6
COc1ccc(N2CCN(C(=O)CCCn3c(=O)[nH]c4ccsc4c3=O)CC2)cc1	-0.4
CN(CCc1ccccn1)C(=S)Nc1cccc(S(=O)(=O)N(C)C)c1	-5.1
CC(=O)N1CCC2(CC1)C/C(=N\NC(=S)Nc1ccc(C)cc1)c1cc(O)ccc1O2	2.0
COc1ccc(NC(=O)c2ccc(-n3cccn3)nc2)c(OC)c1	1.7
CCCCN(C)C(=O)Cn1c(=O)oc2cc(S(=O)(=O)N3CC(C)CC(C)C3)ccc21 (stereo not drawn)	0.6
Cc1cccc(C)c1N(Cc1ccccc1F)S(C)(=O)=O	1.2
O=S(=O)(Nc1ccc(O)c2ccccc12)c1ccc(OC(F)(F)F)cc1	-0.8
CN(C(=O)CSc1n[nH]c(=O)[nH]c1=O)c1ccccc1	-0.1
O=C(C1=C[C@@H](c2ccccc2)C[C@@H](OCc2ccc(CO)cc2)O1)N1CCCCCCC1	6.6
CN1CCN(Cc2nc3c(c(=O)[nH]c(=O)n3C)n2Cc2c(F)cccc2Cl)CC1	-2.6
CCOC(=O)CSc1nnc(NCC(=O)OC)c(=O)[nH]1	-0.8
CCSc1ccc([C@@H]2[C@@H]3C(=O)N(CC)C(=O)[C@@H]3[C@]3(C(=O)OC)CCCCN23)cc1OC	-1.7
COCc1nnc(NC(=O)CCN2C(=O)c3ccccc3C2=O)s1	-2.2
COc1ccc(CC(=O)N/N=C/c2c(C)n(C)c3ccccc23)cc1OC	-8.4
COC(=O)C1=C(C)N(Cc2cccc(C(F)(F)F)c2)C(=NCc2ccccc2)NC1c1ccc(Cl)cc1 (stereo not drawn)	10.5
Cc1cc(O)c(/C=N/Nc2cccc(Cl)c2)c(=O)o1	2.0
Cc1ccc(NS(=O)(=O)c2cc3c(cc2Cl)NC(=O)CO3)cc1C	3.5

Other structures follow:
SMILES	TbREL1 inh
CCn1c(-c2ccc3ncccc3c2)n[nH]c1=S	-3.2
COc1ccc(C(F)(F)F)cc1N/C=C\c1nnnn1-c1ccc(C)cc1	-3.1
COC(=O)c1sccc1NC(=O)c1cccc(OC)c1	50.5*
COc1ccccc1N(C)S(=O)(=O)c1ccc(C(=O)N(C)Cc2ccc(Cl)s2)cc1	2.3
CCN(c1cccc(C(F)(F)F)c1)S(=O)(=O)c1ccc2c(c1)CCN2C(C)=O	-3.0
Cc1nn(C)cc1/C=N/NC(=S)Nc1ccccc1	-3.6
CCOc1ncccc1C(=O)Nc1cccc(S(=O)(=O)N2CCCCC2)c1	-0.6
CC(C)CC(=O)Nc1c2c(nn1-c1ccc(F)cc1)CSC2	3.2
Cc1ccc(C(=O)COc2cc(C)nc3nncn23)cc1	-0.6
CCOc1ccc(S(=O)(=O)NCC(=O)NC2CCCCC2)cc1	0.7
Cc1ccc(SCC(=O)N=C2NC(=O)CS2)cc1	5.9
COc1ccccc1C1=NN(C(=S)Nc2ccccc2)C(c2ccco2)C1 (stereo not drawn)	-1.0
CCCN1CCC(NC(=O)Nc2ccc(OC)c(OC)c2)CC1	-3.6
Cc1cccc(-n2cnc(C(=O)NC3CCCCCC3)c2)n1	-1.5
CCOCCCn1c(=S)[nH]c2cc(C(=O)N3CCC(C(N)=O)CC3)ccc2c1=O	-2.5
CCCCCCC1CCC(C(=O)NC(CCSC)C(=O)NC(C(=O)OC)C(C)C)CC1 (stereo not drawn)	-2.5
NC(=O)c1ccc(Oc2ccc(-c3nnco3)cc2)c([N+](=O)[O-])c1	-2.9
O=C(NCCc1ccc(O)cc1)c1[nH]c(C(F)(F)F)nc1-c1ccccc1	1.3
CC(C)(C)C(=O)OCc1ccc(C2=CC(=O)CC(C)(C)C2=O)cc1	0.1
CCc1cccc(C)c1N(C(=O)Cn1c(CO)nc2ccccc21)C(C)COC (stereo not drawn)	0.5
Cc1ccc(F)c(S(=O)(=O)NC(=O)C2(C)CCN2C(=O)c2ccco2)c1 (stereo not drawn)	4.3
O=C(O)C1CC=CCC1C(=O)N1CCN(c2nc(-c3ccccc3)c3ccccc3n2)CC1 (stereo not drawn)	-0.1
CC1Nc2ncnc(N3CCOCC3)c2N(Cc2ccc(Cl)cc2)C1=O (stereo not drawn)	-1.1
O=S1(=O)N=C2CCCCCN2C(c2ccccc2)N1 (stereo not drawn)	-2.7
O=C(NC(=S)Nc1ccc(Cl)cn1)C(c1ccccc1)c1ccccc1	4.4
COc1ccc(OC)c(NC(=O)N2CCCC(C(=O)c3ccccc3OC)C2)c1 (stereo not drawn)	-0.3
COc1cccc(-c2cc(C(=O)Nc3ccc(N(C)C(C)=O)cc3)c3cc(Br)ccc3n2)c1	0.8
COc1cc([N+](=O)[O-])ccc1-c1ccc(/C=N/NC(N)=O)o1	8.9
Fc1ccc(Nc2nc(Oc3ccccc3F)nc(N3CCCC3)n2)cc1	2.6
CCOC(=O)[C@H]1[C@H]2COc3cc(OC)ccc3[C@@H]2N2C(=O)CN(Cc3ccc(C)cc3)C(=O)[C@@]12C	-3.3

Quoted at random: two compounds from above.
SMILES	TbREL1 inh
COC(=O)c1sccc1NC(=O)c1cccc(OC)c1	50.5*
COc1cccc(-c2cc(C(=O)Nc3ccc(N(C)C(C)=O)cc3)c3cc(Br)ccc3n2)c1	0.8

Additional records:
SMILES	TbREL1 inh
CCOC(=O)c1sc(N(Cc2ccccc2)C(=O)COC(=O)c2ccc(O)cc2)nc1C	4.9
O=C(COC(=O)/C=C/c1ccccc1)NCCNC(=O)COC(=O)/C=C/c1ccccc1	1.7
O=S(=O)(c1cc(C(F)(F)F)ccc1Cl)N1CCN(c2ccccn2)CC1	0.8
O=C(COC(=O)CCSc1ccccc1)NCc1ccccc1	4.3
COc1ccc(Br)cc1/C=N/NC(=O)c1ccc(OC)c(OC)c1	0.7
CCS(=O)(=O)c1ccc2oc(Nc3cc(Cl)ccc3OC)nc2c1	-2.2
Cc1ccc(NC(=O)CCC(=O)c2cc(C)sc2C)nc1	-0.8
O=C(O)C1=CC[C@@H](c2ccc(Cl)cc2)N(S(=O)(=O)c2ccc(Cl)cc2)[C@H]1c1ccc(F)cc1	3.6
Cc1ccc(Sc2c(C)[nH]n(C(C)(C)C)c2=O)cc1	-2.9
O=C(NC(O)C(=O)c1ccccc1)c1cccs1 (stereo not drawn)	6.1
O=C(NCc1ccc2c(c1)OCO2)c1ccc2c(c1)OCCO2	-1.8
CCCC(C(=O)n1nc(C)cc1C)C(NS(=O)(=O)c1ccc(C)cc1)c1ccccc1 (stereo not drawn)	1.0
N#CC1=C(N)SC(N)=C(C#N)C1c1ccnc2ccccc12	0.5
CCc1cc2c(=O)c(-c3ccc4c(c3)OCCO4)c(C)oc2cc1OS(C)(=O)=O	0.9
O=C(Nc1ccccc1OC(F)F)c1ccc(Br)o1	0.5
Cc1nn(C(C)(C)C)c(OC(=O)C2CCCC2)c1S(=O)(=O)c1ccccc1	5.8
CCCCC1=CC2=CC(=O)C(C)(OC(=O)CC)C(=O)C2=CN1CCc1ccccn1 (stereo not drawn)	1.3
O=S(=O)(c1ccccc1)c1cnc(-c2cccnc2)nc1-c1ccccc1	0.5
Clc1cccc(-c2nc3c4ccccc4ccn3c2Cc2ccsc2)c1	4.9
O=C(Nc1nc(-c2cccs2)cs1)c1ccc(Cl)s1	5.2
CC1=C(C(=O)OCc2ccccc2)C(c2ccccc2)NC(=O)N1CCCC(=O)O (stereo not drawn)	-0.7
Cc1c(S(=O)(=O)N2CCCC2)c(=O)n(C)c(=O)n1C	1.9
CN(Cc1cccs1)C(=O)COc1cccc2c1OC(C)(C)C2	-0.4
NNC(=O)CNC(=O)c1cccc(Br)c1	-1.4
Fc1ccccc1-c1nc(-c2ccc(-c3nn[nH]n3)cc2)no1	0.3
CO/N=C\CC(=O)Nc1ccc(F)cc1	-1.1
O=C(COc1ccc([N+](=O)[O-])cc1)N/N=C/c1ccccn1	5.0
NC(=O)C1(NC(=O)[C@@H]2CC3(CC(c4cccc(NC(=O)[C@@H]5CCC(=O)N5)c4)=NO3)CN2C(=O)c2ccccc2)CC1 (stereo partly drawn)	1.6
CCOC(=O)Nc1cccc(NC(=O)c2ccccc2F)c1	-6.4
C[C@H](CO)N1C[C@H](C)[C@@H](CN(C)C(=O)Nc2ccnc(N3CCOCC3)c2)OCc2cnnn2CCCC1=O	-1.2

A second format for 3 compounds above.
TbREL1 inh	canonical_smiles
-0.7	CC1=C(C(=O)OCc2ccccc2)C(c2ccccc2)NC(=O)N1CCCC(=O)O (stereo not drawn)
1.9	Cc1c(S(=O)(=O)N2CCCC2)c(=O)n(C)c(=O)n1C
-0.4	CN(Cc1cccs1)C(=O)COc1cccc2c1OC(C)(C)C2

Going on with the list:
SMILES	TbREL1 inh
Cc1ccccc1CN1CCCCC(NC(=O)c2ccc(-c3ccccc3)cc2)C1=O (stereo not drawn)	-2.5
S=C(Nc1ccccc1Cl)N1CCOCC1	-5.0
CCN1CCN(C(CC(C)C)c2nnnn2CS(=O)(=O)c2ccc(C)cc2)CC1 (stereo not drawn)	0.3
CC(C)(C)c1ccc(C(=O)N2CCN(CCNC(=O)C(=O)Nc3ccc(F)cc3)CC2)cc1	-1.9
CN1c2ccccc2-c2nc3ccccc3n2C1c1ccccn1 (stereo not drawn)	4.5
CC(=O)c1ccc2c(c1)N(Cc1ccc3ccccc3c1)C(=O)C(C)S2 (stereo not drawn)	5.2
O=C(NCCN1CCC(Cc2ccccc2)CC1)C1CCCN(S(=O)(=O)c2ccccc2[N+](=O)[O-])C1 (stereo not drawn)	2.6

Assay outcomes (PubChem)

The list is partial, so the mix of outcomes need not match the whole.
